LAP4 TOR yeast – modulators of LAP4-GFP expression in yeast, primary screen, S. cerevisiae, multiplex flow cytometry, MLPCN library | 3 h; median GFP as percent of DMSO wells | GFP response vs DMSO, % at 10 µM | hit rate 0.34% among 320,000 | AID 2023, 2009;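 active = GFP response vs DMSO above a set limit, about the screen mean plus 3 SD, cut at about 150% in these data; inconclusive = under 70 cell events counted for the yeast strain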
AGP1-GFP MLPCN – modulators of AGP1-GFP expression in yeast TOR pathway, primary screen, cell-based, multiplex flow cytometry, S. cerevisiae, MLPCN library | hit rate 0.02% among 320,000 | GFP response vs DMSO, % at 10 µM | 3 h; GFP as percent of DMSO wells;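 active = GFP response relative to DMSO above a set limit, near screen average plus 3 SD, cut at about 150% in these data; inconclusive = fewer than 70 cells counted for the yeast strain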;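 also: median GFP channel fluorescence of the gated AGP1 strain per well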
VLA-4 inh – inhibition in human VLA-4 binding assay, primary screen, VLA-4 allosteric modulator project, MLPCN library, flow cytometry, VLA-4 expressing cells. ligand binding flow cytometry. AID 2557, 2010. hit rate 0.2% among 330,000. Integrin alpha-4 (Homo sapiens), P13612. inhibition, % (about 7 µM as worked out from the volumes in the protocol); in the data active = inhibition above about 50%
RPL19A-GFP yeast – RPL19A-GFP expression modulators in yeast, primary screen, cell-based, S. cerevisiae, multiplex flow cytometry, MLPCN; S. cerevisiae RPL19A-GFP strain, 3 h; active compounds read low; percent response vs DMSO, % at 10 µM; hit rate 0.3% among 330,000; AID 2025, 2009;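 active = percent response vs DMSO below 50%; inconclusive = fewer than 70 events counted for the yeast strain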;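 also: median channel GFP fluorescence of the barcoded RPL19A-GFP strain; ratio of sample median GFP to plate DMSO average so 100% = DMSO; lower means less RPL19A-GFP as with rapamycin TOR inhibition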
MEP2-GFP yeast – modulators of MEP2-GFP levels in yeast, primary screen, S. cerevisiae, multiplex flow cytometry, MLPCN library; S. cerevisiae MEP2-GFP strain, 3 h; 100% = DMSO control level; GFP response vs DMSO, % at 10 µM; hit rate 0.51% among 330,000;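 active = GFP response versus DMSO above a set limit, roughly screen mean plus 3 SD, cut at about 180% in these data; inconclusive = fewer than 70 cells counted for a yeast strain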;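 also: median GFP fluorescence of the barcode-gated MEP2-GFP cells per well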
GRK2 aptamer HTS – compounds blocking aptamer binding on GRK2 – biochemical, human GRK2, bead flow cytometry, HTS, primary screen | hit rate 0.59% among 330,000 | Beta-adrenergic receptor kinase 1 (Homo sapiens), P25098 | inhibition of aptamer binding, % at 10 µM | FAM-aptamer displacement from GRK2;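 active = inhibition of aptamer binding above 40%, roughly 3 SD of noise, on plates passing a quality check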;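 also: median bead fluorescence of bound FAM aptamer so fluorescent compounds give negative values; no value below 0 was filed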
Target sequence (P25098 whole entry, looked up): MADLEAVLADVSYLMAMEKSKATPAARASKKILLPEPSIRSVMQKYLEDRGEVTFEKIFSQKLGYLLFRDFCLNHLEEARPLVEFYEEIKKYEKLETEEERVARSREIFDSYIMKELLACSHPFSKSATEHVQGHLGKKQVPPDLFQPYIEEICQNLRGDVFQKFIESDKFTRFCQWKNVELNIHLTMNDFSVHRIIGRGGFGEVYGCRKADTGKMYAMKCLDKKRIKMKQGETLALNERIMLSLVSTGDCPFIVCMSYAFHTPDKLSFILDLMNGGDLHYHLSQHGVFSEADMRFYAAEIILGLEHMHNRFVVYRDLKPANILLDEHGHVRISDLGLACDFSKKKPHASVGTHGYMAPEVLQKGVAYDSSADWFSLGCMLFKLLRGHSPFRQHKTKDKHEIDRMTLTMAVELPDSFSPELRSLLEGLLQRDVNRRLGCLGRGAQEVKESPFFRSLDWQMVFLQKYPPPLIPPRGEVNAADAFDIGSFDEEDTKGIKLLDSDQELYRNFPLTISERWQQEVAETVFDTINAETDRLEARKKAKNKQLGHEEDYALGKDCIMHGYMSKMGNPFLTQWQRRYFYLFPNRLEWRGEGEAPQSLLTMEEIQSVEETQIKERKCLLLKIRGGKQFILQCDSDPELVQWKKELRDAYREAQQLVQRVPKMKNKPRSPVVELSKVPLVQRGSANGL
CIT2 TOR yeast – modulators of CIT2-GFP expression in yeast, primary screen, S. cerevisiae, GFP fusion, multiplex flow cytometry, MLPCN library. S. cerevisiae CIT2-GFP strain, 3 h; 100 means same as DMSO wells. GFP response vs DMSO, % at 10 µM. hit rate 0.065% among 320,000. AID 2029, 2009;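 active = GFP response relative to DMSO above a set limit, near the screen mean plus 3 SD, cut at about 150% in these data; inconclusive = Fewer than 70 cells measured for a yeast strain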;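 also: ratio of well median GFP fluorescence to mean of DMSO wells on the plate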
JMJD2C inh – inhibitors of GASC-1 histone demethylase, primary screen, biochemical, fluorescence, DELFIA europium. Lysine-specific demethylase 4C (Homo sapiens), Q9H3R0. GST-JMJD2C(1-420) H3K9me3 demethylation. inhibition, % at 2.35 µM. hit rate 0.069% among 330,000. AID 2099, 2009;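 active = more than half of a compound's replicate wells show inhibition beyond 50%, single wells judged on their own value; inconclusive = some, but no more than half, of replicates pass 50% inhibition; inactive = no replicate passes 50% inhibition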;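 also: signal counts dimethyl H3K9 product captured on neutravidin plate; 0% = median of DMSO wells and 100% = 0.3 times that DMSO median; strong numbers were not always called active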
Target sequence (Q9H3R0 1-420 limits assumed): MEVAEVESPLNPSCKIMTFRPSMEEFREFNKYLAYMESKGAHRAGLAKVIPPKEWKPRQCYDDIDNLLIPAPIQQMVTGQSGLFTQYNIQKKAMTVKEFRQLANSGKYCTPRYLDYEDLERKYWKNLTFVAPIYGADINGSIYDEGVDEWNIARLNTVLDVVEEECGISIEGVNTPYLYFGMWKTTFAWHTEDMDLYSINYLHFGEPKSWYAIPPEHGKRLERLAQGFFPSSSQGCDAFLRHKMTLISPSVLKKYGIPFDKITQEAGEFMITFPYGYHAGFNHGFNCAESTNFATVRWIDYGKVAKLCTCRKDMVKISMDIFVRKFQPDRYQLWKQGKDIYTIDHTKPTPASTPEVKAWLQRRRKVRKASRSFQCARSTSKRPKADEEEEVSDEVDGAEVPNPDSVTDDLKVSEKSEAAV
* = called active by the depositor; i = inactive; ? = inconclusive; nt = no result given.

Below each SMILES – CIT2 TOR yeast	JMJD2C inh	RPL19A-GFP yeast	MEP2-GFP yeast	GRK2 aptamer HTS	VLA-4 inh	LAP4 TOR yeast	AGP1-GFP MLPCN
> O=C(CN1CCOCC1)Nc1nc2cc([N+](=O)[O-])ccc2s1
  93.1	-0.6	94.3	92.5	0.0	6.4	92.2	93.9
> Cc1ccnc(N2CCCC(C(=O)NC3CC3)C2)n1 (centres undefined)
  106.0	-0.1	102.1	96.9	0.0	-2.2	92.0	100.2
> O=C1S/C(=C\c2ccc(Cl)cc2)C(=O)N1CCn1cnnn1
  101.9	-0.4	112.6	101.0	3.0	2.5	98.8	104.5
> C(=N\c1nc2ccccc2n1Cc1ccccc1)/c1cccs1
  65.7	3.6	103.7	93.0	1.0	-10.1	108.0	75.5
> CCOc1ccccc1N(C)C(=O)Cn1ncc2c([nH]c3ccccc32)c1=O
  98.8	0.5	99.0	90.9	21.0	9.5	93.2	47.6
> O=C(CSc1ncnc2ccccc12)c1ccco1
  102.3	-2.9	97.4	99.3	3.0	2.2	101.2	97.5
> O=C1CN(C(=O)COC(=O)CNC(=O)c2ccc(Cl)cc2)c2ccccc2N1
  98.3	-1.7	98.6	90.1	1.0	14.8	95.4	90.2
> Cc1ccc(N2C(=O)C3CCC(C)(C2=O)C3(C)C)cc1 (centres undefined)
  102.0	3.5	99.3	104.1	1.0	-13.6	113.5	109.1
> O=Cc1ccc(OC(=O)/C=C/c2ccccc2)cc1
  111.3	0.5	86.8	115.0	0.0	2.6	107.9	99.3
> CCCCOc1ccc(C(NC(=O)OCC)NC(=O)OCC)cc1
  94.1	17.7	99.0	95.9	0.0	9.9	84.9	88.1
> CC(CCc1ccccc1)NC(=O)CCCn1ncn2c(cc3occc32)c1=O (centres undefined)
  96.5	7.4	99.9	119.6	2.0	11.5	93.2	93.6
> Cc1ccc(Nc2nnc(SCC(=O)Nc3cccc(S(=O)(=O)NC4=NCCCCC4)c3)s2)c(C)c1
  101.4	2.5	102.6	146.3	0.0	2.4	109.6	99.3
> Cc1cc(-c2ccccc2)c(C#N)c(=S)[nH]1
  92.8	-2.6	94.5	95.2	0.0	27.4	92.2	95.2
> O=C(CC1C(=O)NCCN1C(=O)c1ccccc1)Nc1cc(Cl)ccc1Cl (centres undefined)
  103.2	-6.5	100.8	105.3	1.0	3.6	109.2	105.9
> COc1cc(CNc2ncc(-c3ccc(Cl)cc3)n2C)cc(OC)c1OC
  98.9	-0.9	101.1	105.8	0.0	-17.6	90.9	96.5

Filtered by structure: the compounds so far with a furan ring, fused or not.
Below each SMILES – CIT2 TOR yeast	JMJD2C inh	RPL19A-GFP yeast	MEP2-GFP yeast	GRK2 aptamer HTS	VLA-4 inh	LAP4 TOR yeast	AGP1-GFP MLPCN
> O=C(CSc1ncnc2ccccc12)c1ccco1
  102.3	-2.9	97.4	99.3	3.0	2.2	101.2	97.5
> CC(CCc1ccccc1)NC(=O)CCCn1ncn2c(cc3occc32)c1=O (centres undefined)
  96.5	7.4	99.9	119.6	2.0	11.5	93.2	93.6

Continuation.
Below each SMILES – CIT2 TOR yeast	JMJD2C inh	RPL19A-GFP yeast	MEP2-GFP yeast	GRK2 aptamer HTS	VLA-4 inh	LAP4 TOR yeast	AGP1-GFP MLPCN
> Cc1cc(C)cc(C(=O)OCC(=O)NCc2ccco2)c1
  84.7	11.3	97.0	100.1	0.0	2.5	103.8	95.4
> COC(=O)c1ccc(NC(=O)CN(C)S(=O)(=O)c2ccc(OC)c(C)c2)cc1
  107.4	-1.1	101.3	104.9	0.0	-3.1	107.0	103.1
> Cc1ccc(S(=O)(=O)N2CCC(C(=O)NCCC3=CCCCC3)CC2)c(C)c1
  81.0	46.2	87.0	91.2	2.0	0.8	104.5	88.9
> CCOC(=O)C1CCCN1C(=O)c1ccc(OC)c(Br)c1 (centres undefined)
  94.1	1.6	94.1	98.2	1.0	4.0	109.2	98.4
> CCOC(=O)C1C(c2ccccc2)N(C)OC1(O)C(F)(F)F (centres undefined)
  92.3	-4.5	96.3	99.2	2.0	7.8	95.9	96.0
> CCOC(=O)N1CCN(C(=O)CS(=O)(=O)c2cn(Cc3ccccc3C)c3ccccc23)CC1
  99.8	1.8	98.7	101.1	0.0	-11.2	98.5	104.3
> CN(C)c1ccc(NC(=O)C(=O)NCCOc2ccccc2)cc1
  79.8	-7.6	102.3	106.6	0.0	-5.2	93.8	92.5
> O=C(Nc1ccncc1)c1cc(-c2ccccn2)nc2ccccc12
  106.1	-6.3	105.8	130.3	0.0	8.7	105.4	101.0
> CSc1nsc(SCC(=O)NCc2ccccc2)n1
  98.6	-2.0	100.9	105.9	0.0	1.2	92.0	97.7
> Cc1ccccc1/C=C\c1nc2ccccc2c(=O)n1Cc1ccccc1
  88.3	10.2	96.4	94.4	0.0	-4.1	102.1	98.9
> Cc1ccc(Cl)cc1NC(=O)COC(=O)Cn1cnc2c1c(=O)n(C)c(=O)n2C
  108.5	-1.9	113.3	114.7	0.0	9.3	110.7	112.2
> COCCN(C(=S)Nc1ccc(C(C)C)cc1)C(C)c1cccs1 (centres undefined)
  92.8	-2.0	96.6	100.5	2.0	12.1	105.2	99.6
> O=C(CCC1CCCC1)N=C1SC2CS(=O)(=O)CC2N1c1ccccc1F (centres undefined)
  105.4	?	92.1	95.3	3.0	4.0	82.6	92.8
> CCC(=O)N/C(=N\OCc1ccc(F)cc1)c1nonc1NC(=O)CC
  96.1	?	92.6	95.8	2.0	7.2	91.1	91.6
> Cc1ccc(SCCNC(=O)c2ccc(C)c(S(=O)(=O)Nc3ccccc3C)c2)cc1
  87.5	-3.6	94.0	95.9	0.0	13.1	92.4	90.1
> Cc1ccc(-c2csc(NC(=O)C3CSC4(C)CCC(=O)N34)n2)cc1 (centres undefined)
  98.0	-17.7	97.1	106.9	1.0	3.3	110.2	110.8
> [O-][n+]1c2ccccc2[n+]([O-])c2cc(O)ccc21
  98.6	5.1	108.9	108.0	31.0	-1.7	109.2	93.5
> Cc1ccnc(NC(=O)c2ccc(Cl)c(NC(=O)C(C)Oc3ccccc3)c2)c1 (centres undefined)
  96.9	-9.9	109.1	91.2	0.0	17.0	113.1	88.0
> CC(=O)OCC(=O)[C@@]1(O)CC[C@H]2[C@@H]3CCC4=CC(=O)C=C[C@]4(C)[C@H]3C(=O)C[C@@]21C
  95.5	0.7	101.7	110.3	0.0	20.1	97.9	95.8
> CCOc1ccc(NC(=O)c2ccc(N3CC4CC(C3)c3cccc(=O)n3C4)c(NC(=O)c3ccncc3)c2)cc1 (centres undefined)
  94.9	0.8	97.5	96.4	0.0	-3.2	99.6	97.6
> Cc1cccc(OCC(=O)OCC(=O)c2c(N)n(C)c(=O)n(C)c2=O)c1C
  92.3	0.8	94.7	109.1	5.0	7.7	100.2	96.2
> CCOCCN(C(=O)COC)c1cccc(OC)c1
  98.8	-6.0	101.2	102.6	3.0	-3.0	98.7	100.1
> COc1ccc(NC(=O)CN2CCN(C(=O)N3CCOCC3)CC2)cc1
  90.6	-5.2	90.8	96.9	0.0	6.6	99.8	93.8
> O=C(NC1CC1)C1CCCN1S(=O)(=O)c1ccc2ccccc2c1 (centres undefined)
  117.5	-3.3	101.5	100.0	0.0	2.8	103.1	101.2
> Cc1cccc(OCC(=O)Nc2nnc(-c3ccco3)s2)c1
  84.4	-0.9	92.8	94.2	2.0	-3.5	96.7	84.6
> Cc1oc2c(c1C(=O)O)C(=O)c1ccccc1C2=O
  73.9	3.8	110.7	88.3	0.0	29.0	156.3*	97.2
> COCCN(CCNC(=O)c1ccc(NC2=NC3CS(=O)(=O)CC3S2)cc1)Cc1ccco1 (centres undefined)
  98.7	i	96.3	99.2	3.0	-4.0	106.9	98.5
> CC(=O)c1c(C)[nH]c(C(=O)COC(=O)c2c(-c3ccccc3)noc2C)c1C
  91.0	9.7	96.8	98.9	1.0	0.0	112.0	96.8
> Cc1cccc(N2CCN(C(=O)CCN3C(=S)NC(C)(C)CC3C)CC2)c1C (centres undefined)
  99.7	-2.1	102.2	103.2	2.0	-3.2	116.3	113.6
> O=C(Nc1ccc(Cl)cn1)c1ccc2c(c1)OCCO2
  102.2	-4.4	102.3	102.8	3.0	6.2	116.6	97.3
> COC(=O)CCS(=O)(=O)c1ccc(Cl)cc1
  105.7	3.9	101.8	100.0	0.0	1.8	97.8	110.0
> CC(=O)Nc1ccccc1C(=O)C(=O)Nc1cccc(C(=O)NC2CC2)c1
  127.2	-4.8	125.0	114.4	0.0	-4.0	104.5	112.3
> O=C1C(Cc2ccccc2)NC(=S)N1c1ccccc1 (centres undefined)
  97.7	-7.1	98.7	100.1	0.0	14.5	101.4	105.8
> CCn1cc([N+](=O)[O-])c(C(=O)Nc2nc3ccc(OC)cc3s2)n1
  108.4	1.7	104.9	106.0	2.0	7.8	100.1	98.2
> Cc1ccc(OCC(=O)NC2CCCCCC2)cc1C
  100.1	17.0	102.1	98.0	0.0	1.9	98.7	99.8
> CCS(=O)(=O)c1nc(S(=O)(=O)c2ccc(C)cc2)c(N2CC(C)OC(C)C2)s1 (centres undefined)
  101.4	1.8	104.0	106.0	6.0	-2.6	104.4	106.5
> CC(C)CNC(=S)Nc1ccc(S(N)(=O)=O)cc1
  ?	-2.1	?	?	1.0	7.0	?	?
> Cc1ccc(/C=C(\C#N)C(=O)N2CCCC2)c(C)c1
  89.5	34.3	96.9	91.9	1.0	6.5	126.0	101.6
> CCOc1ccc(CCNC(=O)COC(=O)C2=NNC(=O)CC2)cc1OCC
  91.7	-1.2	101.8	105.9	0.0	4.9	99.6	107.0
> O=C(NNC(=S)NC(=O)c1ccco1)c1ccc(NC(=O)c2ccccc2)cc1
  nt	18.0	84.9	91.8	0.0	4.6	83.6	87.5
> CCOC(=O)C1CCN(C(=O)Cn2c(=O)oc3cc(S(=O)(=O)N4CCCC4)ccc32)CC1
  103.2	2.5	104.1	100.4	1.0	37.1	105.4	106.3
> CN(CCOc1ccc(Cl)cc1)C(=O)C1CCN(C(=O)c2ccc(Cl)cc2)CC1
  97.2	38.9	100.8	101.2	2.0	11.3	84.4	89.8
> COc1ccc(N2CCc3c(C)nc4c(OC)cccc4c32)cc1
  93.2	-34.0	93.3	95.4	0.0	17.4	96.3	96.6
> COC(=O)c1ccc(C2/C(=C(/O)c3ccc4c(c3)CC(C)O4)C(=O)C(=O)N2Cc2ccncc2)cc1 (centres undefined)
  105.7	-4.8	101.2	106.7	5.0	5.7	113.7	115.1
> CCCCc1nnc(NC(=O)CSCc2cc(=O)n3c(C)csc3n2)s1
  98.1	3.8	96.6	108.6	0.0	4.6	88.3	92.1
> CCCCCN(C(=O)NC(=O)Nc1ccccc1C)S(=O)(=O)c1ccccc1
  106.9	-9.2	104.3	98.6	3.0	-9.3	104.5	100.3
> COc1ccc(-c2noc(N3CCC(C(=O)N(C)c4ccccc4C)CC3)n2)cc1
  104.2	15.6	95.8	99.4	3.0	9.3	92.0	90.0
> COc1ccccc1CCCNC(=O)C1CCC(=O)N(CCc2ccc(Cl)cc2)C1 (centres undefined)
  103.4	-14.2	117.9	105.9	0.0	-8.6	94.7	107.1

Screens from PubChem BioAssay.
